Screening results (PubChem)
V1R ag counter = activates human V1a receptor in oxytocin agonist counter-screen | actives 0.25% (n = 320,000) | activation, % at 3 µM | CHO-V1R cells, Fluo-8 calcium fluorescence, agonist mode; 0% DMSO, 100% 3 nM vasopressin;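 active = activation above the mean activation of all tested compounds plus 3 SD, per screening run, cut at about 20% in these data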;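 also: signal is peak over basal fluorescence ratio across a 100 second FLIPR read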
Target sequence (P37288 whole entry, looked up): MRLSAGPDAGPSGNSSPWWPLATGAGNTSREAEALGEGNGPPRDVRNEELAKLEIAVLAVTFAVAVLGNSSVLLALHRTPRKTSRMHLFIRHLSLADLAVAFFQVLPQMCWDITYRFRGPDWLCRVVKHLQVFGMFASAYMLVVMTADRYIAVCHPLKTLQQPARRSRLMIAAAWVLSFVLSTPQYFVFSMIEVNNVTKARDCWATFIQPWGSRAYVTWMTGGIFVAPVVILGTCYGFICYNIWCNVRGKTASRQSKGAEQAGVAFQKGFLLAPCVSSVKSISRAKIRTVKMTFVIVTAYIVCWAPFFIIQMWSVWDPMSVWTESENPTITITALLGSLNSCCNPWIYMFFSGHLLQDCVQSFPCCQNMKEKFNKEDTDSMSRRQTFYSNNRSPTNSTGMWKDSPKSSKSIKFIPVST
VIM-2 inhibitor = blocks Pseudomonas aeruginosa VIM-2 metallo-beta-lactamase; AID 1527; actives 0.89% (n = 290,000); purified VIM-2, nitrocefin hydrolysis, epi-absorbance fluorescence; inhibition, % at 5.6 µM;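 active = inhibition above the mean of all tested compounds plus 3 SD, cutoff set per screening run, cut at about 7.5% in these data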;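 also: red hydrolysis product quenches plate fluorescence so inhibitors raise well fluorescence; 0% = enzyme with DMSO and 100% = DMSO without enzyme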
IMP-1 inh = blocks Pseudomonas aeruginosa IMP-1 metallo-beta-lactamase. inhibition, % at 5.6 µM. AID 1556. actives 0.45% (n = 290,000). purified IMP-1, nitrocefin hydrolysis, epi-absorbance fluorescence;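 active = inhibition above the mean plus 3 SD of all compounds in the same screening run, cut at about 4.5% in these data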;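 also: 0% = IMP-1 with DMSO and 100% = DMSO wells lacking enzyme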
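Assay system: purified IMP-1; Quantity: IMP-1 0.2 nM before substrate addition; Medium: HEPES buffer pH 7.1 with ZnSO4 and Brij 35; Incubation: 15 min enzyme–compound preincubation, then 25 min nitrocefin reaction, 25 °C; Signal: fluorescence quenching readout, ex 480/em 530 nm; Controls: DMSO with and without IMP-1; Repeats: singlicate testing.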
NS3 helicase inh = blocks Hepatitis C virus NS3 helicase unwinding. actives 0.56% (n = 290,000). inhibition, % at 10.9 µM. NS3 helicase DNA unwinding, Cy5 molecular beacon fluorescence;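 active = inhibition above the mean of all tested compounds plus 3 SD, set per campaign, cut at about 35% in these data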;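 also: 0% = DMSO wells and 100% = thioflavine S control wells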
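System: Hepatitis C virus NS3 helicase domain fragment enzyme | Reagent: Annealed dual-labelled DNA beacon duplex, ATP-started | Compound dosing: 10.9 µM single point, 0.8% DMSO | Incubation: 1 h reaction at 25 °C, ATP-initiated | Technique: Cy5 fluorescence | Evaluation: Percent inhibition from t60/t0 fluorescence ratio | Benchmarks: Low DMSO, high thioflavine S at 110 µM | Replication: Singlicate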
GalR3 antag = blocks the human galanin receptor 3. HEK293 GalR3-CNG cAMP membrane potential fluorescence; galR3 body fused to GalR1 C-terminus. actives 0.44% (n = 360,000). inhibition, % at 3 µM. O60755;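 active = inhibition above the screen-wide average plus 3 SD, cut at about 13% in these data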;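 also: forskolin and galanin both at EC90 stimulate the cells; cAMP rise reported by CNG channel membrane potential dye signal; 0% = forskolin plus galanin with DMSO and 100% = forskolin alone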
GPR7 antag = human neuropeptides B/W receptor 1 antagonism; P48145; GPR7-expressing cells, fluorescence antagonist assay; inhibition, % at 4.4 µM; actives 1.1% (n = 290,000); AID 1861; in the data active = inhibition above about 16%, passing the limit was not always enough;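 also: cells stimulated with the agonist NPW; 0% = agonist with vehicle and 100% = vehicle without agonist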
Target sequence (P48145 whole entry, looked up): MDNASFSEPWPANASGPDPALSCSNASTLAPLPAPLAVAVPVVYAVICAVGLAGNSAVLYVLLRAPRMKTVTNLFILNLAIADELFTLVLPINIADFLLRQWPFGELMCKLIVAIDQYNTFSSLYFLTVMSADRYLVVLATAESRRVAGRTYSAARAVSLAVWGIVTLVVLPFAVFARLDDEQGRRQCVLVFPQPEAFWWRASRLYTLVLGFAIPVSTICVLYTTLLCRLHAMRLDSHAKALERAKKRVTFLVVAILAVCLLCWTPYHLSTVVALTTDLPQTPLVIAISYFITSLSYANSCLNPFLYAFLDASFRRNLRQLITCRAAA
OXTR agonist = activates the human oxytocin receptor; P30559; CHO-OTR cells, Fluo-8 calcium fluorescence; normalized: DMSO 0%, oxytocin 100%; activation, % at 3 µM; actives 0.32% (n = 320,000); AID 2435;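 active = activation above the mean of all tested compounds plus 3 SD, cutoff set per screening run, cut at about 20% in these data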;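 also: peak over basal fluorescence ratio from a 100 s FLIPR kinetic read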
FID counter = counter-screen for HCV NS3 helicase inhibitors: DNA intercalator displacement; DNA fluorescent intercalator displacement, fluorescence; inhibition, % at 7.9 µM; actives 0.17% (n = 290,000); AID 1845; in the data active = inhibition above about 37%;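 also: 0% = vehicle and 100% = reference compound; higher means more ethidium bromide displaced from hairpin DNA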
PHOSPHO1 inh = PHOSPHO1 (human) inhibition. recombinant PHOSPHO1, absorbance phosphatase assay. Q8TCT1. AID 1565. inhibition, % at 13.3 µM. actives 1.1% (n = 290,000); in the data active = inhibition above about 60%
Target sequence (Q8TCT1 whole entry, looked up): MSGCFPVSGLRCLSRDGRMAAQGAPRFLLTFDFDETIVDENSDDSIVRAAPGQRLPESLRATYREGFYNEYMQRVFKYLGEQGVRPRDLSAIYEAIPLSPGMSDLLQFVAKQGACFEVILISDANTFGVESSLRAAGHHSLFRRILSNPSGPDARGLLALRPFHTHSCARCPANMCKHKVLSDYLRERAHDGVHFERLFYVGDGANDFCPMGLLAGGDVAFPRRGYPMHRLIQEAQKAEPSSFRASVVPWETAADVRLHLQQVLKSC
Numbers without * were called inactive; . = no result given. No enrichment for hits; any-hit rate near 4.3%.

SMILES | V1R ag counter | VIM-2 inhibitor | IMP-1 inh | NS3 helicase inh | GalR3 antag | GPR7 antag | OXTR agonist | FID counter | PHOSPHO1 inh
c1ccc(C(c2nnnn2Cc2ccco2)N2CCN(c3nc4ccccc4s3)CC2)cc1 (stereo not given) | 1.4 | -4.3 | -2.8 | 3 | -1 | -8 | 0.9 | -10 | -6
COc1ccccc1N(CC(=O)N/N=C/c1ccccc1C(=O)O)S(C)(=O)=O | -0.6 | -3.0 | -3.6 | -2 | -6 | -14 | -0.2 | -7 | 33
Cc1ccccc1OCCCCCNCCO | . | -3.2 | -3.7 | 5 | -8 | -1 | . | 3 | 9
Cc1cccc(NC(=O)CC2CCC2)c1 | -0.1 | -1.8 | -4.0 | 9 | -5 | -21 | -1.2 | -1 | 0
O=C(Nc1ncn[nH]1)c1ccc(S(=O)(=O)N2CCOCC2)cc1 | 1.0 | -0.2 | 0.3 | 8 | -4 | -6 | 0.0 | 1 | 30
COc1ccc(-c2nc3n(c(=O)c2C#N)CCS3)cc1OC | 0.2 | -2.2 | -2.9 | 0 | -3 | -5 | -0.4 | 0 | -7
CC(C)C(c1nnnn1C1CCCC1)N(C)C1CCCCC1 (stereo not given) | -1.8 | 0.0 | -3.4 | 22 | 1 | -15 | -2.1 | -3 | 10
Nc1nc(CN2CCC(Cc3ccccc3)CC2)nc(Nc2ccccc2)n1 | 0.6 | -6.0 | -5.1 | -12 | -7 | 5 | 1.6 | 1 | 4
CSc1ccccc1C(=O)NCc1ccccc1 | -0.6 | 0.0 | 0.0 | -7 | 3 | -2 | -0.2 | -2 | 2
O=C(Nc1ccncc1)Nc1cccc(Cl)c1 | 11 | 0.7 | -1.3 | -13 | -2 | 10 | 8.9 | 11 | 41
COc1ccc(OC)c(NC(=O)c2cccc(S(=O)(=O)N(Cc3ccccc3)c3ccccc3OC)c2)c1 | 1.6 | -3.7 | -3.5 | -4 | -1 | -7 | -0.2 | -13 | -15
Cc1ccc(CSc2nc3ccccc3c(=O)n2C)cc1 | 1.1 | 0.5 | -2.3 | 0 | -10 | -19 | 0.4 | -17 | 28
CC(=O)Nc1ccc(/C=N/Nc2nc3ccccc3s2)cc1 | . | -2.3 | -2.7 | 0 | -7 | -6 | . | -3 | 12
C[C@@H]1CCC(=O)N(C[C@@H](C)CC#N)CC1 | 0.6 | -2.0 | -3.1 | 10 | 2 | 9 | -0.2 | -3 | 10
Cc1ccsc1CNC1CCCCC1 | 1.1 | -2.0 | -3.2 | 1 | -9 | -19 | 0.1 | -3 | 3
CSc1sc(-c2n[nH]c(=S)n2C)c2c1C=CCC2 | -0.9 | -0.9 | -3.0 | -2 | 3 | -8 | -2.0 | -15 | 43
COc1ccc(N2C(=O)CC(N3CCC(c4nc5ccccc5[nH]4)CC3)C2=O)cc1 (stereo not given) | 0.3 | -3.7 | -0.6 | -7 | -3 | -14 | -0.6 | -10 | 21
Cc1ccc(NC(=O)c2cccc(OCc3c(C)noc3C)c2)cc1S(=O)(=O)Nc1ccccc1Cl | 1.0 | 1.8 | -3.3 | -14 | 0 | -10 | 0.9 | -19 | -5
Cc1oc2c(C)c3oc(=O)c(CCC(=O)NCCCN4CCCC4=O)c(C)c3cc2c1C | -0.9 | -1.2 | -0.4 | -8 | -4 | -5 | -1.9 | -44 | 24
O=C(NC(Cc1ccccc1)C(=O)O)/C(=C/c1cccc([N+](=O)[O-])c1)NC(=O)c1cccc(Br)c1 (stereo not given) | 0.5 | -2.4 | 1.0 | -4 | -7 | -9 | 0.1 | 0 | 32
COC(=O)c1ccccc1S(=O)(=O)NC(=O)c1ccccc1 | 0.5 | -3.0 | -5.7 | 10 | -3 | -1 | 0.7 | 3 | 2
CCCCCCC1CC(CCc2nc(=S)[nH][nH]2)C(=O)O1 (stereo not given) | 0.3 | -1.3 | -3.2 | 14 | -2 | -6 | -1.8 | -18 | 38
C/C(=N\NC(=O)C1CC1)c1ccccc1O | -0.6 | -3.5 | -3.6 | 2 | 1 | -3 | -0.4 | 1 | 6
CCOc1ccc(-c2cc(NC(=O)c3c(F)cccc3F)c(C(=O)O)s2)cc1 | . | 1.0 | 0.5 | 32 | -11 | 51* | . | 22 | 39
COc1cccc(-c2cc(C(=O)Nc3cccnc3Cl)no2)c1 | 6.1 | -1.2 | -0.8 | 11 | -9 | -3 | 0.3 | -9 | 20
O=C(O)/C=C/C(=O)N(Cc1ccc2c(c1)OCO2)C1CC(=O)N(CCc2ccccc2)C1=O (stereo not given) | -0.1 | -2.6 | -1.9 | -3 | -4 | 3 | -0.4 | -39 | 32
CCOC(=O)c1csc(NC(=O)c2ccccc2)n1 | 2.0 | -2.1 | -3.3 | 0 | -3 | -8 | -0.4 | -5 | -13
CCn1c(COc2ccccc2)nnc1SCC(=O)c1cccc([N+](=O)[O-])c1 | 1.9 | 0.4 | -3.1 | 6 | -7 | 11 | 2.5 | -18 | -57
Cc1ccc(CSCC2Nc3ccc(C(=O)N4CCN(c5cccc(C)c5)C(C)C4)cc3NC2=O)cc1 (stereo not given) | 0.5 | -3.2 | -5.6 | 38* | . | -5 | -1.1 | -34 | -8
O=C1/C(=C/c2ccc(F)cc2)SC(=S)N1Nc1ncc(C(F)(F)F)cc1Cl | -0.7 | -0.3 | -3.6 | 18 | -1 | 9 | -1.6 | -6 | 86*
Cc1nc2nc[nH]n2c(=O)c1CC(=O)O | 1.6 | -2.4 | -3.5 | 4 | 1 | -12 | 0.6 | -2 | 5
CC(C)CNS(=O)(=O)c1ccc(S(=O)(=O)N2CCC(N3CCCCC3)CC2)cc1 | 1.1 | 1.2 | -1.0 | 3 | -7 | -7 | 0.6 | 6 | 31
CC(C)(C)c1cc(C(=O)NN)n(Cc2ccc(F)cc2)n1 | -2.1 | -3.3 | -2.2 | -6 | -4 | -16 | -1.7 | -19 | 12
CC(=O)c1c(C)[nH]c(C(=O)Nc2cccc(S(=O)(=O)N3CCOCC3)c2)c1C | 0.7 | -0.8 | 0.2 | 18 | -2 | -4 | 0.3 | -8 | -4
Cc1noc(NS(=O)(=O)c2ccc(NC(=O)COc3ccc(Cl)cc3Cl)cc2)c1C | -0.2 | -3.8 | -2.6 | 10 | -3 | -17 | 0.7 | -21 | -31
CN1c2ccccc2C(=O)/C(=C\Nc2ccc(F)cc2)S1(=O)=O | -0.1 | -0.8 | -2.1 | -12 | -3 | -12 | -0.4 | -11 | 7
O=C(NCc1ccc2c(c1)CCO2)Nc1cccc(C(F)(F)F)c1 | 3.2 | -4.5 | -0.9 | -15 | -5 | -6 | 0.6 | -2 | 43
C=CC[n+]1c(-c2ccc(Cl)cc2Cl)csc1Nc1c(C)n(C)n(-c2ccccc2)c1=O | 3.7 | -0.8 | 0.5 | 2 | -5 | -12 | 0.8 | -29 | 4
Cc1ccc(NC2=C(Cl)C(=O)OC2OC(=O)c2ccco2)cc1C (stereo not given) | 1.1 | -3.0 | -2.5 | 1 | 3 | -2 | 1.5 | -3 | -9
O=C(O)CSc1c2c(nc3cc(C(=O)Nc4ccc(F)c(Cl)c4)ccc13)CCCC2 | -0.3 | 3.1 | -0.8 | -10 | -2 | -3 | 4.0 | -31 | 32
CSCCC(NC(N)=O)C(=O)Nc1ccc2ccccc2c1 (stereo not given) | 1.5 | -5.7 | -1.2 | -18 | -2 | -8 | -0.4 | 5 | 16
CCCCn1c(=O)n(C)c(=O)c2c3c(sc21)COC(C)(C)C3 | -0.7 | 1.8 | -0.2 | 12 | 2 | -4 | -2.8 | -11 | 3
CCSc1ccccc1C(=O)Nc1cccnc1 | 1.1 | 1.9 | 3.5 | 3 | -4 | -11 | 1.4 | 0 | 9
Nc1nonc1C(=O)N/N=C/c1ccncc1 | -0.6 | -3.8 | -2.6 | -1 | 2 | -8 | 0.5 | -2 | -14
COc1ccc(/C=C/C(=O)NC(=S)N2CCN(C)CC2)cc1 | -0.7 | -3.7 | -2.4 | -7 | -1 | -3 | -1.6 | -1 | -92
CCOC(=O)c1cn2nc(Oc3ccccc3)ccc2n1 | 0.3 | -3.1 | -1.7 | 0 | -4 | -6 | -1.1 | -8 | 29
O=C(NCC(F)(F)F)Nc1cccnc1 | 0.8 | -4.0 | -1.6 | 3 | 1 | -12 | -0.3 | -4 | -1
Cc1ccc(/C=C2\CCn3c2nc2cc(C(=O)O)ccc2c3=O)c(C)c1 | 0.1 | -1.0 | 1.8 | 15 | -2 | -9 | 2.0 | -23 | 23
CCOc1ccc(N(CC(=O)N2CCc3ccccc32)S(=O)(=O)c2c(C)noc2C)cc1 | -1.1 | -3.3 | -2.2 | 4 | -1 | -9 | -1.7 | -4 | -15
COc1ccc(N(CC(=O)NCc2ccco2)S(C)(=O)=O)cc1OC | 0.2 | -3.5 | -0.6 | -3 | 0 | -1 | 0.0 | 4 | 9
c1ccc(C(c2nnnn2Cc2ccco2)N2CCN(C3CCCC3)CC2)cc1 (stereo not given) | 0.6 | 1.5 | -1.5 | -21 | -4 | 8 | 0.7 | 12 | 2
O=C1c2ccccc2C(=O)N1CCc1csc(-c2ccc(F)cc2)n1 | 0.6 | -1.3 | -2.8 | -3 | -1 | -9 | -1.8 | -11 | -3
Cn1nccc1C(=O)Nc1ccn(C23CC4CC(CC(C4)C2)C3)n1 | 6.2 | 1.5 | -1.7 | -2 | -3 | -13 | 5.7 | -24 | -7

A second format for part of the listing above:
canonical_smiles,V1R ag counter,VIM-2 inhibitor,IMP-1 inh,NS3 helicase inh,GalR3 antag,GPR7 antag,OXTR agonist,FID counter,PHOSPHO1 inh
CCOc1ccc(N(CC(=O)N2CCc3ccccc32)S(=O)(=O)c2c(C)noc2C)cc1,-1.1,-3.3,-2.2,4,-1,-9,-1.7,-4,-15
COc1ccc(N(CC(=O)NCc2ccco2)S(C)(=O)=O)cc1OC,0.2,-3.5,-0.6,-3,0,-1,0.0,4,9
c1ccc(C(c2nnnn2Cc2ccco2)N2CCN(C3CCCC3)CC2)cc1 (stereo not given),0.6,1.5,-1.5,-21,-4,8,0.7,12,2
O=C1c2ccccc2C(=O)N1CCc1csc(-c2ccc(F)cc2)n1,0.6,-1.3,-2.8,-3,-1,-9,-1.8,-11,-3

In the list so far, these have a CF3 group:
SMILES | V1R ag counter | VIM-2 inhibitor | IMP-1 inh | NS3 helicase inh | GalR3 antag | GPR7 antag | OXTR agonist | FID counter | PHOSPHO1 inh
O=C1/C(=C/c2ccc(F)cc2)SC(=S)N1Nc1ncc(C(F)(F)F)cc1Cl | -0.7 | -0.3 | -3.6 | 18 | -1 | 9 | -1.6 | -6 | 86*
O=C(NCc1ccc2c(c1)CCO2)Nc1cccc(C(F)(F)F)c1 | 3.2 | -4.5 | -0.9 | -15 | -5 | -6 | 0.6 | -2 | 43
O=C(NCC(F)(F)F)Nc1cccnc1 | 0.8 | -4.0 | -1.6 | 3 | 1 | -12 | -0.3 | -4 | -1
